CatL inh: inhibitors of human cathepsin L, biochemical | inhibition, %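 (tested at 10 µM)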 | AID 460, 2006 | purified cathepsin L, fluorogenic substrate, fluorescence | Procathepsin L (Homo sapiens), P07711 | actives 0.17% (n = 58,000); in the data active = inhibition above about 45%;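 note: 0% = enzyme with no compound and 100% = no enzyme blank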
Target sequence (P07711 114-288 limits assumed): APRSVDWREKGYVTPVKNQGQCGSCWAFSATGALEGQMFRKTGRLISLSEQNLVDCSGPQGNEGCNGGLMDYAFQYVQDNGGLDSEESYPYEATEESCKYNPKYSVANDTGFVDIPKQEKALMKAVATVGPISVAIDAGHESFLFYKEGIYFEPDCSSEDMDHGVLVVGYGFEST
Target sequence (P07711 292-333 limits assumed): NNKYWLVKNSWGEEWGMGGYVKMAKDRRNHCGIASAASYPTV
FXIIa mix inh: human factor XIIa inhibitors, primary screen, biochemical, pooled compound mixtures, fluorogenic substrate | Coagulation factor XII (Homo sapiens), P00748 | purified FXIIa | inhibition, % at 5 µM | actives 0.2% (n = 62,000);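 note: 0% = enzyme without compound and 100% = no enzyme blank; some results filed as inactive read as strong as hits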
ROCK2 inh: inhibitors of human ROCK2 kinase, primary screen, biochemical, high-throughput, luminescence | inhibition, % at 6 µM | AID 604, 2007 | actives 0.35% (n = 60,000) | Rho-associated protein kinase 2 (Homo sapiens), O75116 | purified ROCK2, Kinase-Glo ATP depletion luminescence;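 active = inhibition above the screen-wide mean inhibition plus 3 SD, cut at about 18% in these data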;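 note: plate controls were DMSO wells for no effect and Y-27632 control wells after no-enzyme background subtraction for full effect; many of its hits are not listed in these tables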
PKA kinase inh: inhibitors of human PKA kinase activity, primary screen, biochemical, ATP-depletion luminescence, Kemptide substrate. PKA Kemptide phosphorylation, Kinase-Glo ATP luminescence. inhibition, % at 6 µM. actives 0.1% (n = 65,000);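 active = inhibition above the screen-wide mean inhibition plus 3 SD, cut at about 21% in these data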; note: many of its hits are not listed in these tables
CatG inh: human cathepsin G inhibitors, primary screen, biochemical, pooled compound mixtures, AMC fluorescence | actives 0.2% (n = 62,000) | inhibition, % at 5 µM (by protocol) | purified enzyme, AMC-tetrapeptide fluorescence | AID 581, 2007 | P08311;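 active = inhibition above 20% in each of the two mixture wells holding the compound; inactive = inhibition of 20% or less in either well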;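 note: 0% = enzyme control without mixture and 100% = blank lacking enzyme; strong numbers were not always called active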
Target sequence (P08311 21-244 limits assumed): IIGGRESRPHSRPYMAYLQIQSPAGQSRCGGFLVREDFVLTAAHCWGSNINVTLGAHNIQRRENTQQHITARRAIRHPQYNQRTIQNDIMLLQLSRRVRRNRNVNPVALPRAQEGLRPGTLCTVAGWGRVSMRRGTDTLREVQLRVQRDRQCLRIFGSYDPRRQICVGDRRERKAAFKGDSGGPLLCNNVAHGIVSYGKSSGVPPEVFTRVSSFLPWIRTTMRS
C1s block: complement C1s protease inhibitors, primary screen, biochemical, 10-compound mixtures. actives 0.16% (n = 62,000). purified C1s, fluorogenic AMC substrate, pooled mixtures. Complement C1s subcomponent (Homo sapiens), P09871. AID 538, 2006. mean inhibition % of two 10-compound mixtures (hits give high values), % at 5 µM (by protocol);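 active = inhibition above 20% in each of the two 10-compound mixture wells holding the compound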;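 note: 0% = enzyme wells lacking compound mixture and 100% = no-enzyme blank wells; some compounds called inactive have numbers as strong as hits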
JNK3 inh: JNK3 kinase activity inhibitors, primary screen, biochemical, human, purified enzyme; Mitogen-activated protein kinase 10 (Homo sapiens), P53779; HTS; inhibition, % at 8 µM; actives 0.61% (n = 60,000); AID 746, 2007; in the data active = inhibition above about 17%;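 note: 0% = DMSO and 100% = reference inhibitor; many of its hits are not listed in these tables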
FXIa inh mix: FXIa protease inhibitors in compound pools, primary screen, biochemical, 10-compound mixtures. Coagulation factor XI (Homo sapiens), P03951. purified FXIa, fluorogenic substrate, pooled mixtures. inhibition, % at 5 µM. actives 0.19% (n = 62,000). AID 680, 2007;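 note: each value is inhibition by a whole ten-compound pool holding the compound; 0% = enzyme with no mixture and 100% = wells lacking enzyme; strong numbers were not always called active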
Target sequence (P03951 19-387 limits assumed): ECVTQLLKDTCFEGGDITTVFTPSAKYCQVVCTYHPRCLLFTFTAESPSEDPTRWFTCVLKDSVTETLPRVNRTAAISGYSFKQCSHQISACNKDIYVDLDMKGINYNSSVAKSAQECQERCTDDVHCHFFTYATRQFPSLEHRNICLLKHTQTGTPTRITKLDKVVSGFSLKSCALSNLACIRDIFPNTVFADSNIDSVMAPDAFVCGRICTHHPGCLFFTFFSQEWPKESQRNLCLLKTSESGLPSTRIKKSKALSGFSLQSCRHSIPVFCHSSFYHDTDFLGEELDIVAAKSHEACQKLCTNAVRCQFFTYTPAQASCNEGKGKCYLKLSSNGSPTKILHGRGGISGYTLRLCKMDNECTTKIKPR
Target sequence (P03951 388-625 limits assumed): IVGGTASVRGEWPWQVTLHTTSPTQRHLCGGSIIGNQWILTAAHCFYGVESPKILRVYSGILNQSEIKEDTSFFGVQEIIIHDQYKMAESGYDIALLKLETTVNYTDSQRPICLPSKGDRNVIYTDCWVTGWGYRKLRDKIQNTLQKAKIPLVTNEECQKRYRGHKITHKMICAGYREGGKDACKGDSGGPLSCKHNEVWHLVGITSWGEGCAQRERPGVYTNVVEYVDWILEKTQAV
CatS inh: inhibitors of human cathepsin S, biochemical, compound mixtures; P25774; recombinant cathepsin S, AMC dipeptide fluorescence, pooled mixtures; inhibition, %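 (tested at 5 µM per compound within 10-compound mixtures)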; actives 0.06% (n = 62,000); AID 501, 2006; in the data active = inhibition above about 32%, passing the limit was not always enough;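 note: 0% = enzyme without compound and 100% = blank without enzyme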
* = called active by the depositor; nt = not tested or not shown. Cut-off read from the data, not from the text of the source, unless noted: active = inhibition above about 20% (passing the limit was not always enough); inactive = the rest.

SMILES | CatL inh | FXIIa mix inh | ROCK2 inh | PKA kinase inh | CatG inh | C1s block | JNK3 inh | FXIa inh mix | CatS inh
c1ccc(CN(Cc2ccco2)C(c2ccncc2)c2nnnn2C2CCCC2)cc1 (centres undefined) | 6 | 2 | -4 | -6 | 0 | -3 | -3 | 4 | 17
CCCCCn1c(CNC(=O)COC)nc2ccccc21 | -2 | -16 | nt | -4 | -6 | -52 | nt | 2 | -8
CN1C(=O)c2ccccc2Sc2ccc(NC(=O)NC3CC3)cc21 | -4 | 10 | 1 | 4 | 4 | -18 | -4 | 2 | 24
COc1ccc(N(CC(=O)NCc2cccs2)S(=O)(=O)c2c(C)nn(C)c2C)cc1 | nt | -16 | 2 | -4 | 13 | 13 | -4 | 3 | 2
COc1ccc(OC)c2[nH]c(=O)c(CCNC(=O)c3cc4ccccc4o3)cc12 | nt | 2 | 3 | 5 | 9 | 12 | 1 | 5 | 0
Cc1c(Cl)cccc1NC(=O)CCN1CCCCC1 | 0 | 8 | 8 | 6 | 12 | 18 | -1 | 10 | -12
CCCCc1ccc(NC(=O)C2CCN(S(C)(=O)=O)CC2)cc1 | 12 | 6 | 1 | -2 | 5 | 2 | 6 | 7 | 0
COC(=O)C(C)Sc1ccc2nnc(-c3ccc(F)cc3)n2n1 (centres undefined) | 0 | -1 | 2 | 9 | -13 | -48 | 4 | 4 | -2
CCN1CCN(C(c2cccc(OC)c2)c2sc3nc(C)nn3c2O)CC1 (centres undefined) | 2 | 2 | -1 | -2 | 8 | 0 | -9 | 11 | 19
CCOC(=O)CSc1nnc(CNc2ccc(F)cc2)o1 | 7 | -2 | -2 | -6 | -1 | 0 | -2 | 8 | -5
c1coc(CNc2nc(N3CCCCC3)nc3ccccc23)c1 | 27 | 2 | 3 | 10 | 26 | 2 | 1 | 3 | -1
C=CCn1c(SCC(=O)Nc2ccc3c(c2)OCCO3)nnc1-c1ccccn1 | -3 | 3 | 0 | 3 | 8 | -3 | -3 | -1 | -1
O=C(O)c1cccc(CN2C(=O)CSC2=O)c1 | 22 | -12 | 3 | 0 | 8 | 3 | -10 | 1 | 7
COc1ccc(-n2c(Cn3c(=O)sc4ccccc43)nnc2SCC(N)=O)cc1 | nt | 7 | 5 | -3 | 0 | 1 | 5 | 5 | -1
CNc1oc(-c2ccco2)nc1C#N | -9 | -9 | 7 | 12 | -3 | -5 | -7 | -1 | -7

Brought forward from above: three compounds, followed by the next part.
SMILES | CatL inh | FXIIa mix inh | ROCK2 inh | PKA kinase inh | CatG inh | C1s block | JNK3 inh | FXIa inh mix | CatS inh
O=C(O)c1cccc(CN2C(=O)CSC2=O)c1 | 22 | -12 | 3 | 0 | 8 | 3 | -10 | 1 | 7
COc1ccc(-n2c(Cn3c(=O)sc4ccccc43)nnc2SCC(N)=O)cc1 | nt | 7 | 5 | -3 | 0 | 1 | 5 | 5 | -1
CNc1oc(-c2ccco2)nc1C#N | -9 | -9 | 7 | 12 | -3 | -5 | -7 | -1 | -7
N#Cc1c(C(F)(F)F)cc(-c2ccccc2)nc1SCc1nc(N)nc(N2CCOCC2)n1 | -3 | 2 | 3 | -5 | -1 | -7 | -2 | 3 | 2
COc1ccc(C2C(C(C)=O)=C(O)C(=O)N2CCN(C)C)cc1OC (centres undefined) | 0 | -5 | 4 | 11 | -2 | -14 | 3 | -5 | 7
CCOC(=O)c1c(C)n(C)c2ccc(OCC(O)CN3CCCCCC3)cc12 (centres undefined) | 2 | -17 | 3 | 5 | 5 | -2 | 3 | -3 | -3
COc1ccccc1NC(=O)Cn1cnc2c1c(=O)n(C)c(=O)n2C | 12 | 10 | 2 | 8 | 12 | 12 | 6 | 2 | 5
CSc1nc(C)c(Oc2ccccc2)c(=O)n1C | 0 | 4 | -4 | -1 | 28 | -19 | 2 | 10 | -4
COC(=O)c1nnn(CC(=O)Nc2cccc(Cl)c2C)c1C(=O)OC | nt | 0 | nt | 8 | -3 | -30 | nt | 4 | -1
Cc1noc(C)c1COC(=O)CN(C)S(=O)(=O)c1ccc(Cl)cc1 | 10 | 2 | -4 | 6 | -3 | -25 | -8 | 8 | -1
CCC(C)NC(=O)c1cn(C)c(=O)c2cc(OC)c(OC)cc12 (centres undefined) | 10 | 0 | nt | 3 | 12 | -16 | nt | 13 | 7
CCOc1ccc(OCC)c(NC(=O)CSc2nc3ccccc3c(=O)n2C)c1 | 1 | 4 | 3 | 2 | -5 | -7 | 0 | 2 | -2
CCOc1cc(C(N)=O)cc(OCC)c1OCC | 12 | 11 | 10 | 10 | 0 | 1 | -2 | -1 | 6
CCCCN1C(=O)C(NC(C)=O)c2cc(Br)ccc21 (centres undefined) | -6 | 4 | 0 | 2 | -5 | -2 | -2 | 3 | -6
COc1ccc(C2=NCC(CSc3nnnn3C)S2)cc1 (centres undefined) | 17 | 3 | 4 | 10 | -2 | 0 | 3 | -1 | -3
CCOc1cc(N2CCOCC2)c(OCC)cc1NC(=O)c1cc(-c2ccco2)nc2ccccc12 | 9 | 0 | nt | -2 | 8 | 6 | nt | 6 | 11
Cc1ccc(S(=O)(=O)N2CCCSCC2)cc1 | 18 | 1 | 5 | 2 | 8 | 10 | 2 | 11 | 9
Cc1ccccc1-n1c(=O)cc(N2CCCCCC2)[nH]c1=O | nt | 3 | 4 | 7 | 2 | 5 | 6 | -1 | 9
COc1cccc(-n2ccnc2SCC(=O)N2CCc3ccccc32)c1 | -6 | 4 | 2 | 6 | -11 | -3 | 3 | 7 | 4
O=C(/C=C\Nc1ccccn1)c1ccc(Cl)cc1 | 9 | 1 | -2 | -3 | 12 | 15 | -2 | 7 | -3
Cc1cccc(NC(=O)NCC(c2cccnc2)N2CCOCC2)c1 (centres undefined) | 0 | 9 | -2 | -2 | -1 | -17 | -3 | 4 | 19
CCN(CC)S(=O)(=O)c1ccc(Nc2cc(C)nc3ncnn23)cc1 | 25 | 7 | 7 | 11 | 1 | 4 | -1 | -2 | 5
O=S(=O)(NC1c2cccc3cccc(c23)C1N1CCNCC1)c1ccccc1 (centres undefined) | 24 | 8 | 3 | 1 | 1 | -120 | 7 | -13 | 1
CCOC(=O)c1c[nH]c2c(Cl)ccc(Cl)c2c1=O | 9 | 4 | 1 | 9 | -9 | -11 | 3 | 3 | 10
COc1ccc(C2=NOC(C(=O)NCc3ccccc3)C2)cc1 (centres undefined) | 2 | -2 | 2 | 4 | 9 | 13 | 4 | 3 | 2
Cc1ccc(-c2csc3nc(C)n(-n4c(C)ccc4C)c(=O)c23)o1 | 7 | 3 | 5 | 5 | 7 | -3 | 8 | 4 | -9
CCCC(=O)N1c2ccccc2[C@@H](N(C(C)=O)c2ccccc2)C[C@H]1C | 2 | 2 | -7 | -2 | -6 | -3 | 5 | 1 | 6
Cc1ccc2c(c1)c(C)cc(=O)n2CCC(=O)O | 8 | 10 | 7 | -2 | 1 | -13 | 5 | 17 | 14
CC(Nc1n[nH]c(=S)[nH]c1=O)C(=O)OCc1ccccc1 (centres undefined) | 9 | 4 | 1 | 4 | 5 | 6 | 8 | 7 | 2
CCSc1nc(N)c(C#N)c(-c2ccccc2Cl)c1C#N | 9 | 12 | 14 | 6 | -1 | -14 | -13 | 5 | 0
CCOc1ccccc1N(CC(=O)N1CCOCC1)S(=O)(=O)c1ccc(SC)cc1 | 10 | 4 | 14 | 0 | 10 | 9 | 5 | 7 | 16
COc1ccc(CN2CCOCC2)c(C)c1C | -4 | 5 | 12 | 3 | 2 | 4 | 5 | 5 | 4
COc1ccc(Cl)cc1NC(=O)N1CCN(C2CCCCC2)CC1 | 9 | -5 | 4 | 8 | 3 | 3 | 8 | 3 | 11
COc1ccc(-c2nn(-c3ccccc3)cc2C(=O)Nc2nc(CC(C)=O)ns2)cc1 | 7 | 7 | 3 | 11 | 9 | 11 | 1 | 10 | 1
CC1CN(c2nc3c(c(=O)n(Cc4ccc(Cl)cc4)c(=O)n3C)n2C)CC(C)O1 (centres undefined) | 9 | -2 | 4 | 8 | 9 | -24 | -5 | -10 | 20
O=c1ccn(CCOc2ccc(Cl)cc2)c(=O)[nH]1 | -10 | 1 | 3 | 5 | 7 | 4 | 5 | 2 | -7
CCOc1ccc(OCC)c(NC(=O)CC2Oc3ccc(C)cc3NC2=O)c1 (centres undefined) | nt | 1 | -1 | 6 | -2 | -5 | 1 | 7 | 10
COc1cccc(NC(=O)c2ccccc2-c2nc(-c3ccccc3)no2)c1 | 3 | -2 | 5 | 9 | 12 | 2 | 3 | 2 | 2
CCn1c(SCC(=O)Nc2cc(C)ccc2C)nc2c(c1=O)SC(C)C2 (centres undefined) | 36 | 1 | 3 | 5 | -8 | -35 | 1 | 0 | 19
COc1ccccc1/C=N/n1cnnc1 | -2 | 6 | 2 | -6 | 4 | -1 | -4 | 5 | 3
O=C(Nc1ccc(F)cc1Cl)c1ccc2c(=O)n3c(nc2c1)CCCCC3 | -6 | 6 | 1 | 5 | 11 | 12 | -4 | 10 | 2
O=C(Nc1cc(C(F)(F)F)ccc1N1CCOCC1)c1ccc(Br)o1 | 1 | 7 | 1 | 4 | -12 | -13 | 1 | -3 | -5
COc1ccc(Cc2nnc(NC(=O)Cc3cccs3)s2)cc1 | -18 | -1 | 4 | 10 | 12 | 10 | -3 | 3 | -3
CCOC(=O)COc1cccc2c(=O)n(CC(=O)NCc3ccc4c(c3)OCO4)ccc12 | nt | 0 | 6 | 7 | 14 | 10 | 1 | 3 | 2
CCCCNC(=O)COC(=O)c1cc2c(C)nn(-c3ccccc3)c2s1 | -3 | -2 | 0 | 0 | 1 | 3 | 3 | 5 | 2
CCOc1ccc2nc(NC3=NCN(Cc4ccco4)CN3)nc(C)c2c1 | -19 | 5 | 6 | 10 | 1 | -24 | -1 | -7 | -8
CC1(C)CC(=O)C(/C=N/n2cnc3ccccc3c2=O)=C(O)C1 | 16 | -7 | 7 | 5 | 8 | 5 | 6 | -2 | -2
O=C1C2CCCN2C(c2ccc(Br)cc2)N1c1ccc(F)cc1 (centres undefined) | 2 | -19 | 1 | 8 | 7 | -13 | 1 | 1 | -13
CC(C)C(=O)Nc1c2c(nc3ccccc13)N(C)CC2 | nt | 11 | 1 | -4 | 8 | -2 | 0 | 1 | -4
O=C(CC1OC(=O)c2ccccc21)Nc1ccccc1N1CCOCC1 (centres undefined) | 14 | 1 | 2 | 2 | 1 | -3 | -4 | 7 | 7
CC1=C(C(N)=O)C(c2ccc(Cl)cc2Cl)n2ncnc2N1 (centres undefined) | 0 | 3 | 2 | 0 | 37 | 5 | -1 | 26 | 5
O=C(C1CCN(S(=O)(=O)c2cccc3nsnc23)CC1)N1CCCc2ccccc21 | 6 | -20 | 0 | -5 | 10 | 4 | 1 | 4 | -2
CC(=O)Oc1c(Cl)c(N2CCOCC2)c(OC(C)=O)c2ccccc12 | nt | 2 | -1 | -3 | -3 | -1 | 1 | 0 | -1
Cc1ccc2c(nc3s/c(=C/c4cccs4)c(=O)n32)c1C | nt | 7 | -6 | 7 | -4 | 36 | -6 | 4 | 7
Cc1sc2nc(CN3CCOCC3)nc(N3CCC(C(N)=O)CC3)c2c1C | -16 | -2 | 1 | 0 | -2 | -17 | 0 | -1 | -7
CNc1csc(C)c(C)c1=O | -9 | 3 | -4 | -6 | -1 | 0 | -2 | 8 | 2
CCOC(=O)CNC(=O)c1cnn2cccnc12 | -1 | 10 | -5 | -9 | -5 | -12 | -5 | 2 | -7
